# Source: PubChem BioAssay (several laboratories)
# DNA FID counter: fluorescent intercalator displacement, NS3 helicase counter-screen; DNA fluorescent intercalator displacement, fluorescence; inhibition, % at 7.9 µM; hit rate 0.17% among 290,000; AID 1845; in the data active = inhibition above about 37%;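 note: 0% = vehicle and 100% = reference compound; higher means more ethidium bromide displaced from hairpin DNA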
# MEKK2 mut-MEK5: signal of MEK5 binding to mutant human MEKK2 PB1 domain; bead flow cytometry, Alexa488-MEK5 binding to MEKK2 mutant; percent response, % at 10 µM; hit rate 0.35% among 290,000; in the data active = percent response above about 24%, passing the limit was not always enough; note: inactives centre near 1; some results filed as inactive read as strong as hits
# GalR3 antag: antagonists of human GalR3; O60755; HEK293 GalR3-CNG cAMP membrane potential fluorescence; galR3 body fused to GalR1 C-terminus; inhibition, % at 3 µM; hit rate 0.44% among 360,000;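 active = inhibition above the screen-wide average plus 3 SD, cut at about 13% in these data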;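 note: forskolin and galanin both at EC90 stimulate the cells; cAMP rise reported by CNG channel membrane potential dye signal; 0% = forskolin plus galanin with DMSO and 100% = forskolin alone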
# Target sequence (O60755 1-299 limits assumed): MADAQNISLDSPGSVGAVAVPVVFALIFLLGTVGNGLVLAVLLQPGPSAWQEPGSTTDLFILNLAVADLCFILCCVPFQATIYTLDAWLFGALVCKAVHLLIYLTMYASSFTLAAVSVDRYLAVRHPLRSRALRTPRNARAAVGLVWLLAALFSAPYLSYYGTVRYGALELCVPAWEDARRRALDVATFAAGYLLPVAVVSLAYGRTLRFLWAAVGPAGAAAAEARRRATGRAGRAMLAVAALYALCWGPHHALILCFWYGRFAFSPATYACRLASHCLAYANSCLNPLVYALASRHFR
# CRFR2-BP antag: blocks CRF-induced signaling of the CRF-BP/CRF-R2 complex; hit rate 0.59% among 350,000; HEK293 CRF-R2/CRF-BP, CRF-induced calcium fluorescence; inhibition, % at 11.8 µM;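 active = inhibition of the ligand-induced calcium signal above about 50% at the single tested concentration, limit read from the data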
# UBC9 SUMO inh: blocks human SUMOylation mediated by UBC9 | P63279 | HTRF SUMOylation assay, SAE1/SAE2 + UBC9, in vitro | hit rate 0.36% among 290,000 | AID 2006 | inhibition, % at 35 µM; in the data active = inhibition above about 50%, passing the limit was not always enough; note: strong numbers were not always called active
# Target sequence (P63279 whole entry, looked up): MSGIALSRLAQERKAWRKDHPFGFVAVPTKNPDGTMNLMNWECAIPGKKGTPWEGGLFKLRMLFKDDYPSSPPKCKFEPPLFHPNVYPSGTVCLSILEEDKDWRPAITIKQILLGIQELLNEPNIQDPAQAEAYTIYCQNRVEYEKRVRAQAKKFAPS
# CRFBP-R2 agonist: CRF-BP/CRF-R2 complex agonism. activation, % at 13.2 µM. HEK293 CRF-R2/CRF-BP, calcium dye fluorescence (FLIPR); percent of saturating CRF peptide response. AID 588473. hit rate 0.46% among 350,000;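 active = activation of at least 50%, plus an integration ratio under a set limit after plate pattern correction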;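 note: plate controls were neutral control wells without compound for no effect and CRF at EC100 for full effect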
# MEKK3 PB1 HTS: raises or lowers MEK5 binding to the human MEKK3 PB1 domain; Q99759; bead-based flow cytometry, Alexa488-MEK5 binding to MEKK3; actives lie on both sides; 0 = blocked by unlabeled MEK5, 100 = vehicle; binding response (% of control), % at 10 µM; hit rate 1.4% among 290,000; AID 1529;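 active = binding response more than 3 SD above or below the average of its plate-row segment, actives on both sides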;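 note: Alexa488 bead fluorescence after subtracting the streptavidin-only scavenger bead signal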
# Target sequence (Q99759 whole entry, looked up, the tested form may be a part): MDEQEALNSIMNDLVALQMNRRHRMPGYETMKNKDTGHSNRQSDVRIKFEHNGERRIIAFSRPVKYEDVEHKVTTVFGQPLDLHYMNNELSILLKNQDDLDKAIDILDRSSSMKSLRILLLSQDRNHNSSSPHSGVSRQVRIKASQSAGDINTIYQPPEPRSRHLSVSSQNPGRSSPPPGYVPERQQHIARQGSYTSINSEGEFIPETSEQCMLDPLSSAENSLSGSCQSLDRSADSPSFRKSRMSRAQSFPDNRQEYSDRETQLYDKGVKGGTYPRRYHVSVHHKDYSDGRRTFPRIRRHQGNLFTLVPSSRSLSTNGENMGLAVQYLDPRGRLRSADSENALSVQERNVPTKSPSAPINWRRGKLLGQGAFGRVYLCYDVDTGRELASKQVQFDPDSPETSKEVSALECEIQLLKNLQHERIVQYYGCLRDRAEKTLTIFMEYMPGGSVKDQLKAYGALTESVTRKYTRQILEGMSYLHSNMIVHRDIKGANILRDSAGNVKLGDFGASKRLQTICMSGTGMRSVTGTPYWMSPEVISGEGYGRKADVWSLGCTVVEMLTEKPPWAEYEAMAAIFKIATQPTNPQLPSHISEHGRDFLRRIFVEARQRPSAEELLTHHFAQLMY
# MEKK2wt PB1 HTS: raises or lowers MEK5 binding to wildtype human MEKK2 PB1 domain | bead flow cytometry, Alexa488-MEK5 binding to MEKK2 WT; actives lie on both sides | binding response (% of control), % at 10 µM | hit rate 1.1% among 290,000 | AID 1531; in the data active = binding response below about 67% or above about 130%
# HCV NS3 hel inh: inhibitors of Hepatitis C virus NS3 helicase. NS3 helicase DNA unwinding, Cy5 molecular beacon fluorescence. inhibition, % at 10.9 µM. hit rate 0.56% among 290,000;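 active = inhibition above the mean of all tested compounds plus 3 SD, set per campaign, cut at about 35% in these data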;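 note: 0% = DMSO wells and 100% = thioflavine S control wells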
#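 Measured by: Cy5 fluorescence, 0 and 60 min reads / Assay system: NS3 helicase fragment of HCV / Control set: low DMSO, high thioflavine S at 110 µM / Times: 1 h reaction at 25 °C, ATP-initiated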
# The depositor's hits bear a star; · = no result given; [ ] = another dose, or the depositor's remark.
1	O=C(COC(=O)CNC(=O)c1ccc(Cl)cc1)Nc1ncc(C(F)(F)F)cc1Cl
2	CCOc1ccc(NC(=O)C(C)N2C(=O)c3ccccc3C2=O)cc1 (stereo not drawn)
3	COc1ccc(CNCCNC(=O)c2cccs2)c(OC)c1OC
4	Cc1ncc(CN2CCCC(C(=O)Nc3ccc(-c4ccco4)cc3)C2)cn1 (stereo not drawn)
5	FC(F)(F)c1ccc(C2[C@H]3CN(Cc4ccc(-c5ccccc5)cc4)[C@H](c4ccccc4)C34CC2(c2ccccc2)C4)cc1 (stereo partly drawn)
6	Nc1nc(N2CCCCC2)nc(N2CCCCC2)n1
7	Nc1nncn1C(=O)c1ccc(Cl)cc1Cl
8	O=C1c2ccccc2C(=O)N1CCCCSc1nc2ccccc2o1

compound no.	1	2	3	4	5	6	7	8
DNA FID counter	-4	-5	10	-19	·	-4	4	-6
MEKK2 mut-MEK5	11	9	-4	-1	5	-3	-3	-3
GalR3 antag	-4	-5	-8	-7	-3	-5	-7	-2
CRFR2-BP antag	14	3	11	-3	12	9	9	-2
UBC9 SUMO inh	6	-3	20	-9	-12	12	2	4
CRFBP-R2 agonist	-0.3	-0.9	0.0	2.0	7.2	0.0	-2.2	4.6
MEKK3 PB1 HTS	101	96	104	97	96	99	98	101
MEKK2wt PB1 HTS	110	100	96	101	96	104	97	101
HCV NS3 hel inh	4	-1	-8	-14	·	0	12	-13

9	O=C(Nc1ccccc1)c1c(F)c(F)c(F)c(F)c1F
10	CC1CCN(S(=O)(=O)c2ccc3c(c2)N(CC(=O)NCc2cccnc2)C(=O)CS3)CC1
11	CCOC(=O)C1CCN(C(=O)c2cccnc2Cl)CC1
12	COc1ccc(CNC(=O)CCc2nc(-c3ccccc3F)no2)c(OC)c1
13	Cc1c(NC(=O)C2CCCO2)cccc1[N+](=O)[O-] (stereo not drawn)
14	c1ccc2c(c1)OCC(c1nn3c(Cn4nnc5ccccc54)nnc3s1)O2 (stereo not drawn)
15	CCCCN1C2=NCCCN2c2ccccc21
16	Cc1cc(-c2nc3ccccc3c(=O)o2)ccc1[N+](=O)[O-]

compound no.	9	10	11	12	13	14	15	16
DNA FID counter	2	-26	2	-15	-1	-26	-1	-1
MEKK2 mut-MEK5	-2	-2	2	-2	-4	2	4	1
GalR3 antag	1	-2	-5	3	2	-9	-3	1
CRFR2-BP antag	16	-4	3	-2	9	-1	6	-7
UBC9 SUMO inh	20	-10	19	9	1	-15	-5	0
CRFBP-R2 agonist	-1.4	0.7	0.4	-0.8	-2.0	-4.5	-0.1	-1.8
MEKK3 PB1 HTS	98	101	103	95	94	96	102	94
MEKK2wt PB1 HTS	96	99	105	94	95	99	102	97
HCV NS3 hel inh	12	4	9	-4	0	0	-3	16

17	Cc1cccc(-c2noc(-c3ccc(Cl)cc3[N+](=O)[O-])n2)c1
18	O=C(CCN1C(=O)/C(=C/c2cccs2)SC1=S)Nc1ccccc1O
19	Cc1oncc1C(=O)Nc1ccc2ccccc2c1
20	CCN(CC)C(=O)CNc1ccc(C(F)(F)F)cc1[N+](=O)[O-]
21	Cc1c(C(=O)N2C[C@@H](C)O[C@@H](C)C2)oc2c(F)cccc12
22	CCC(Sc1ncccc1C(=O)O)C(=O)N1CCOCC1 (stereo not drawn)
23	Cc1ccc2c(c1)nnn2C1CCN(S(=O)(=O)c2ccc(C(=O)N3C(C)CCCC3C)cc2)CC1 (stereo not drawn)
24	Cc1ccc(C)c(CSc2nnc([C@@H](N)C(C)C)o2)c1

compound no.	17	18	19	20	21	22	23	24
DNA FID counter	3	-1	-1	-5	-26	3	-26	3
MEKK2 mut-MEK5	-2	-8	-3	-2	5	-1	·	-14
GalR3 antag	-1	-6	0	0	-4	-6	-2	-4
CRFR2-BP antag	-70	-9	8	27	-10	-18	26	-9
UBC9 SUMO inh	-2	3	-4	2	6	-1	-11	-5
CRFBP-R2 agonist	0.8	-0.2	0.7	-6.7	0.3	-5.8	1.2	2.1
MEKK3 PB1 HTS	98	97	102	99	99	96	·	72
MEKK2wt PB1 HTS	104	86	100	98	99	99	·	76
HCV NS3 hel inh	-15	17	1	2	14	-3	1	-2

25	COc1ccc(-n2nc(C(=O)NCC(=O)NC3CCCCC3)c3ccccc3c2=O)cc1
26	Cc1nn(C)c(C)c1S(=O)(=O)NC1CCCc2ccccc21 (stereo not drawn)
27	Cc1ccccc1/C(N)=N/OC(=O)c1cccs1
28	CC(NC(=O)COC(=O)CCc1nc(=O)c2ccccc2n1C)c1ccccc1 (stereo not drawn)
29	Clc1ccc(-c2nnc(-c3ccc(Br)o3)o2)c(Cl)c1
30	O=C(CSc1nc2ccccc2c(=O)[nH]1)c1ccc(O)c(O)c1
31	CC1(CC(=O)N/N=C/c2ccc(-c3ccc(Cl)cc3)o2)OCCO1
32	Cn1ccc2cc(NC(=O)Nc3cccnc3)ccc21

compound no.	25	26	27	28	29	30	31	32
DNA FID counter	-28	-6	-4	-6	4	9	-6	·
MEKK2 mut-MEK5	0	10	5	2	-3	9	13	8
GalR3 antag	-1	-5	-12	-4	-5	0	-4	0
CRFR2-BP antag	-3	8	-17	1	-11	-7	8	-21
UBC9 SUMO inh	21	12	3	13	10	18	0	·
CRFBP-R2 agonist	-2.8	0.8	0.3	-0.9	1.5	-0.4	4.0	-1.2
MEKK3 PB1 HTS	104	109	110	100	86	109	98	119
MEKK2wt PB1 HTS	101	114	109	103	93	104	107	121
HCV NS3 hel inh	2	0	-1	-2	-3	0	-3	·

33	CC(C)CCC1CC(CSC(=N)N)OC1=O (stereo not drawn)
34	COc1ccc2[nH]c(=O)c(C3c4cc(OC)c(OC)cc4CCN3C(=O)c3ccco3)cc2c1 (stereo not drawn)
35	Cc1csc(NC(=O)CSc2ccc(-c3ccccn3)nn2)n1
36	CCOC(=O)C1CCCN(C(=O)c2sc3nc(C)nc(N(CC)CC)c3c2C)C1 (stereo not drawn)
37	O=[N+]([O-])c1ccc2nc(SCc3cn4ccccc4n3)[nH]c2c1
38	Cn1cc(/C=C(\NC(=O)c2ccccc2)C(=O)NCCCN2CCOCC2)c2ccccc21
39	CCc1ccc2[nH]c(=O)c(CN(Cc3ccccc3)C(=O)Nc3ccccc3OC)cc2c1
40	Cn1c(=O)n(C)c2cc([N+](=O)[O-])c(N3CCN(S(=O)(=O)c4ccc5ccccc5c4)CC3)cc21

compound no.	33	34	35	36	37	38	39	40
DNA FID counter	0	-39	1	-41	-4	13	-18	0
MEKK2 mut-MEK5	-2	-4	-2	7	19	1	5	0
GalR3 antag	-2	-9	3	-8	-3	1	-7	-7
CRFR2-BP antag	-7	-9	3	35	5	-4	-36	-18
UBC9 SUMO inh	-9	4	4	-11	6	2	-6	-4
CRFBP-R2 agonist	1.7	-0.2	-0.5	-5.0	-1.1	1.2	2.8	-1.6
MEKK3 PB1 HTS	95	98	88	90	104	105	103	101
MEKK2wt PB1 HTS	99	93	87	113	102	103	106	101
HCV NS3 hel inh	-13	3	7	-3	4	-5	-14	-3

# An excerpt from above in order of SMILES length, highest first.
34	COc1ccc2[nH]c(=O)c(C3c4cc(OC)c(OC)cc4CCN3C(=O)c3ccco3)cc2c1 (stereo not drawn)
39	CCc1ccc2[nH]c(=O)c(CN(Cc3ccccc3)C(=O)Nc3ccccc3OC)cc2c1
37	O=[N+]([O-])c1ccc2nc(SCc3cn4ccccc4n3)[nH]c2c1

compound no.	34	39	37
DNA FID counter	-39	-18	-4
MEKK2 mut-MEK5	-4	5	19
GalR3 antag	-9	-7	-3
CRFR2-BP antag	-9	-36	5
UBC9 SUMO inh	4	-6	6
CRFBP-R2 agonist	-0.2	2.8	-1.1
MEKK3 PB1 HTS	98	103	104
MEKK2wt PB1 HTS	93	106	102
HCV NS3 hel inh	3	-14	4

# Continued:
41	CCc1nnc(NC(=O)c2ccc(-c3cc(C(F)(F)F)ccc3Cl)o2)s1
42	CCCc1nc(N)sc1C(=O)OCC
43	CCOC(=O)N1CCN(S(=O)(=O)c2c(C)nc3sccn3c2=O)CC1
44	CCCCCCC12CCC(C(=O)O)(CC1)CC2
45	COc1ccc(N2CC(C(=O)Nc3nnc(SCC(=O)NC4CCCC4)s3)CC2=O)cc1 (stereo not drawn)
46	CCCNC(=O)CCc1c(C)nc2nc(-c3cc(OC)cc(OC)c3)nn2c1C
47	CC(/C=N/NC(=O)c1ccccc1F)c1ccccc1 (stereo not drawn)
48	Cc1cccc(N=C2NN=C(c3c[nH]c4ccccc34)CS2)c1

compound no.	41	42	43	44	45	46	47	48
DNA FID counter	-4	-2	-4	-7	-31	-25	-5	0
MEKK2 mut-MEK5	9	6	2	6	6	1	1	1
GalR3 antag	-2	-4	3	·	-3	7	6	-2
CRFR2-BP antag	-43	4	-3	·	6	5	13	-19
UBC9 SUMO inh	14	0	2	5	2	-6	-5	-18
CRFBP-R2 agonist	2.1	-0.9	0.1	·	-0.8	-1.2	-3.9	-1.9
MEKK3 PB1 HTS	107	108	100	104	104	100	103	100
MEKK2wt PB1 HTS	109	103	106	103	105	99	104	111
HCV NS3 hel inh	4	2	6	13	22	-5	4	6

49	COc1ccc(S(=O)(=O)N(CCCN2CCCC2=O)Cc2cc3c(C)cc(C)cc3[nH]c2=O)cc1
50	O=C(Nc1ccccc1Br)C(=O)N1CCCC1
51	CC(C)(C)c1cc(C(=O)N2CCN(c3ncccn3)CC2)ccn1
52	CCCCn1c(SCn2nnc3ccccc3c2=O)nc2cc(S(N)(=O)=O)ccc21
53	c1ccc(Cn2nnc3c(NCC4CCCO4)ncnc32)cc1 (stereo not drawn)
54	Cn1cnnc1SCC(=O)c1ccc2c(c1)OCO2
55	CC(=O)Nc1nonc1-c1nc2ccccc2n1Cc1ccccc1

compound no.	49	50	51	52	53	54	55
DNA FID counter	-39	-1	-13	-28	-10	2	-7
MEKK2 mut-MEK5	5	-2	-5	-5	-8	6	5
GalR3 antag	-1	0	-5	-4	-6	-3	-4
CRFR2-BP antag	6	14	-5	-5	11	-5	42
UBC9 SUMO inh	12	-12	13	-2	19	6	7
CRFBP-R2 agonist	-0.7	-1.8	4.7	-0.2	-2.5	3.5	-3.0
MEKK3 PB1 HTS	101	96	99	86	61*[inhibitor]	103	116
MEKK2wt PB1 HTS	102	96	96	86	65	104	111
HCV NS3 hel inh	-10	5	4	6	-5	-8	3

# Part of the list above, with two lines to a compound:
# Each structure is followed by: DNA FID counter | MEKK2 mut-MEK5 | GalR3 antag | CRFR2-BP antag | UBC9 SUMO inh | CRFBP-R2 agonist | MEKK3 PB1 HTS | MEKK2wt PB1 HTS | HCV NS3 hel inh
(4) Cc1ncc(CN2CCCC(C(=O)Nc3ccc(-c4ccco4)cc3)C2)cn1 (stereo not drawn)
    -19 | -1 | -7 | -3 | -9 | 2.0 | 97 | 101 | -14
(5) FC(F)(F)c1ccc(C2[C@H]3CN(Cc4ccc(-c5ccccc5)cc4)[C@H](c4ccccc4)C34CC2(c2ccccc2)C4)cc1 (stereo partly drawn)
    · | 5 | -3 | 12 | -12 | 7.2 | 96 | 96 | ·
(6) Nc1nc(N2CCCCC2)nc(N2CCCCC2)n1
    -4 | -3 | -5 | 9 | 12 | 0.0 | 99 | 104 | 0
(7) Nc1nncn1C(=O)c1ccc(Cl)cc1Cl
    4 | -3 | -7 | 9 | 2 | -2.2 | 98 | 97 | 12
(8) O=C1c2ccccc2C(=O)N1CCCCSc1nc2ccccc2o1
    -6 | -3 | -2 | -2 | 4 | 4.6 | 101 | 101 | -13
(9) O=C(Nc1ccccc1)c1c(F)c(F)c(F)c(F)c1F
    2 | -2 | 1 | 16 | 20 | -1.4 | 98 | 96 | 12

# Only part of the results is shown, so the mix of outcomes need not match the whole.
